Source: PubChem BioAssay
TNAP Pi inh: blocks human TNAP phosphate release | purified TNAP, pNPP, malachite green phosphate absorbance | AID 614 | inhibition, % at 20 µM | 21,000 tested, under 10 active
Target sequence (P05186 whole entry, looked up): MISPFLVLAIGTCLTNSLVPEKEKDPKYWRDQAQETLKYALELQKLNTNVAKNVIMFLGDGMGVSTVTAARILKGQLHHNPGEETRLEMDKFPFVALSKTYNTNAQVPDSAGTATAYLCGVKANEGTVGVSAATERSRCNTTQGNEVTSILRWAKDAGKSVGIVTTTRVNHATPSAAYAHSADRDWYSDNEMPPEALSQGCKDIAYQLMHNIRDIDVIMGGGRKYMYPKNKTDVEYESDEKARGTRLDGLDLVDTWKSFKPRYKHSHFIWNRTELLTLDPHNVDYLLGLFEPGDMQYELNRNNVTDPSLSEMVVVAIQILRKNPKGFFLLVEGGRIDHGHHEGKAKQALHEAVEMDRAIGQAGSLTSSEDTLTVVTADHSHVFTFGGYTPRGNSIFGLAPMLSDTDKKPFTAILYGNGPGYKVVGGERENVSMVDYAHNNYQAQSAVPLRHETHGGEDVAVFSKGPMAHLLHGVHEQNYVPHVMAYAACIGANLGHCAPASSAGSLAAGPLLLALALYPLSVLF
TNAP inh pNP: blocks human TNAP p-nitrophenol release; purified TNAP, pNPP hydrolysis, absorbance 405 nm; 21,000 tested, under 10 active; P05186; inhibition, % at 20 µM;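 note: 0% = DMSO only wells and 100% = 1 mM levamisole wells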
* hit, by the source's call; & = joins results of further samples.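 Rule for the calls: active = inhibition above 50% at the 20 µM single-dose screen; inactive = the rest.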 A portion of the library (hit frequency here may not be typical).

SMILES | TNAP Pi inh | TNAP inh pNP
COc1ccc(N2CCCCn3c2nc2c3c(=O)n(C)c(=O)n2C)cc1 | 16.5 | 1.1
CCCOc1ccc(N2C(=O)CC(N(Cc3ccc(S(N)(=O)=O)cc3)C(=O)CC)C2=O)cc1 (configuration not stated) | 7.4 | 2.6
CCOc1cc(S(=O)(=O)N(CC)CC)ccc1Br | 8.8 | 5.6
O=C(OCc1cc(=O)n2cc(Br)ccc2n1)C1COc2ccccc2O1 (configuration not stated) | 16.8 | 1.8
O=C1CSC(=S)N1c1cccnc1 | 3.7 | -1.0
CCCOc1ccc(C2/C(=C(/O)c3ccc(F)cc3)C(=O)C(=O)N2CCCN(C)C)cc1 (configuration not stated) | 7.4 | 0.4
CN1/C(=C\C(=O)c2ccco2)C(C)(C)c2ccccc21 | 5.1 | -10.2
CCOCCSc1nc2c(c(=O)[nH]c(=O)n2C)n1CCCc1ccccc1 | 6.2 | 1.3
C=C(C)COc1ccc(-c2nc(N)nc(C)c2Oc2ccccc2OC)c(O)c1 | 8.9 | 4.4
CCC(=O)Nc1cc(=O)[nH]c2ncnn12 | 8.7 | -0.4
N#Cc1nc(COc2ccc(Cl)cc2Cl)oc1N1CCN(c2ccccc2)CC1 | 11.1 | 4.9
CCOc1ccc2nc(NS(=O)(=O)c3ccc4c(c3)n(C)c(=O)n4C)sc2c1 | -4.3 | 4.6
Cc1nc2cc3nc(C)sc3cc2s1 | 5.2 | 0.7
Cc1occc1-c1nnc(SCC(=O)Nc2ccccc2N2CCCCC2)n1C | 9.0 | 6.1
O=C(CN1CCOCC1)Nc1ccc(S(=O)(=O)NC2CCCCC2)cc1 | 9.3 | 3.8
Cn1c(=O)c2c(nc(NCc3ccco3)n2Cc2ccc(Cl)cc2Cl)n(C)c1=O | 11.7 | 4.7
CC(=O)OCC(=O)[C@@]1(O)CC[C@H]2[C@@H]3CCC4=CC(=O)C=C[C@]4(C)[C@@]3(Cl)[C@@H](Cl)C[C@@]21C | 7.2 | 2.5
Cc1nn(Cc2ccccc2)c(C)c1C(=O)OCC(=O)c1cc(C)n(C2CC2)c1C | 5.9 | -2.4
CCn1c(SCC(=O)NCc2cccs2)nnc1-c1ccncc1 | 15.0 | 1.1
O=S1(=O)C=C(N2CCCCC2)c2ccccc21 | 13.9 | 6.5
Cc1ccc(NC(=O)CSc2nnc(Cn3cnc4ccccc43)o2)cc1 | -20.5 | 3.2
CCOC(=O)CSc1nc(N2CCOCC2)c2c(c1C#N)CC(C)(C)N(C)C2 | -1.4 | 4.4
c1ccc(-c2nc(-c3ccncc3)no2)cc1 | 12.0 | 6.9
COc1cc(/C=N/n2nnnc2N)ccc1O | 5.8 | -0.2
CC(C)(C)n1nnnc1C(c1cccc(C#N)c1)N1CCCc2ccccc21 (configuration not stated) | 6.7 | 4.5
COc1ccc(NC(=O)Nc2ncn(Cc3cccc(C(F)(F)F)c3)n2)cc1OC | -24.4 | 0.4
CCOC(=O)c1[nH]c2ccc(OC)cc2c1NC(=O)c1nonc1C | 10.0 | 9.3
FC(F)(F)c1ccccc1Nc1nccs1 | 4.9 | -0.1
Cc1nnc2n(C3CCCCC3)c(=O)c3c4c(sc3n12)COC(C)(C)C4 | 1.9 | 1.6
CN(C)S(=O)(=O)N1CCCN(S(=O)(=O)N(C)C)CC1 | 7.2 | 3.3
O=C(c1ccc(S(=O)(=O)NCC2CCCO2)cc1)N1CCc2ccccc21 (configuration not stated) | 7.6 | 6.5
CCCc1nnc(SCCSc2nnc(CCC)n2N)n1N | 8.4 | 13.0
c1coc(-c2nnc(SCc3cn4ccccc4n3)o2)c1 | 1.2 | -6.5
COC(=O)c1ccccc1NC(=O)C1CCN(S(C)(=O)=O)CC1 | -3.2 | 1.6
CCCCCNC(=O)C(C)NS(=O)(=O)c1ccc(OC)cc1 (configuration not stated) | 3.8 | 0.4
O=C(COC(=O)c1ccccn1)Nc1ccccc1Cl | -1.4 | 5.3
O=C(Cn1nnc(-c2ccc(Cl)cc2)n1)NC1CC2CCC1C2 (configuration not stated) | -1.8 | -0.8
Cc1sc2nc(C(C)C)nc(SCC(=O)NCc3ccco3)c2c1C | 7.8 | 2.2
CC1(C)O[C@@H]2C[C@H]3[C@@H]4C[C@H](F)C5=CC(=O)CC[C@]5(C)[C@H]4[C@@H](O)C[C@]3(C)[C@]2(C(=O)CO)O1 | 4.6 | 0.4
CN(CC(=O)NC1CCCCCC1)S(=O)(=O)c1ccccc1 | 13.3 | 5.9
COCCCN1C(=O)C(=O)/C(=C(/O)c2ccc(OC(C)C)cc2)C1c1ccc(O)c(OC)c1 (configuration not stated) | 8.4 | 4.5
O=C1CC(c2ccccc2)n2nc(N3C(=O)c4ccccc4C3=O)nc2N1 (configuration not stated) | 1.9 | 6.1
CCCc1nc2sc3ccccc3c(=O)c2c(=O)n1Cc1ccco1 | 9.2 | 4.7
CC(=O)c1ccc(S(=O)(=O)NCCCC(=O)NCCc2ccccn2)cc1 | 11.3 | -1.8
CCOC(=O)Cc1nn(CCc2ccccn2)c(=O)c2ccccc12 | 13.4 | 2.1
COc1cc(-c2cc(C(=O)N3CCN(c4ccccn4)CC3)c3ccccc3n2)cc(OC)c1OC | 0.0 | 0.0
C1CNCCNCCNCCN1 | 8.2 | 0.7
N#Cc1nc(COc2ccc(F)cc2)oc1NCCCn1ccnc1 | -16.0 | 7.2
CC[C@H]1CN2CCc3cc(OC)c(OC)cc3[C@@H]2C[C@@H]1C[C@H]1NCCc2cc(OC)c(OC)cc21 | 6.8 | 3.2
Oc1c(Cl)cc(Cl)cc1Sc1cc(Cl)cc(Cl)c1O | 3.1 | -0.3

(more compounds)
SMILES | TNAP Pi inh | TNAP inh pNP
CCn1c(SCC(=O)Nc2nc3ccc(OC)cc3s2)nnc1-c1ccoc1C | 1.9 | -7.8
CCOC(=O)C1CCN(C(c2cc3ccc(C)cc3[nH]c2=O)c2nnnn2C2CCCCC2)CC1 (configuration not stated) | 8.4 | 3.1
O=C(Oc1ccccc1C(=O)Oc1ccccc1)c1ccco1 | -0.3 | 2.2
CC1CN(CCC(=O)Nc2ccc3c(c2)OCO3)CC(C)O1 (configuration not stated) | 7.1 | 9.3
CCN(CC)CC(=O)Nc1c(C)cccc1C | 10.5&3.1 | 6.1&-0.3
COc1ccc(C2NC(=O)NC(O)(C(F)(F)F)C2C(=O)c2ccc(F)cc2)cc1 (configuration not stated) | 15.7 | 6.1
CS(=O)(=O)N1CCN(C(=O)c2c(F)cccc2F)CC1 | 5.9 | -1.1
c1ccc2[nH]c(NC3=NCCC3)nc2c1 | 6.9 | 4.9
CCSCc1nnc(SCC(=O)Nc2nc3ccccc3s2)n1C | 22.0 | 1.4
CC(=O)c1c(C)n([O-])c2ccccc2[n+]1=O | 4.8 | 2.5

In the list so far, these contain an NH in an aromatic ring.
SMILES | TNAP Pi inh | TNAP inh pNP
CCOCCSc1nc2c(c(=O)[nH]c(=O)n2C)n1CCCc1ccccc1 | 6.2 | 1.3
CCC(=O)Nc1cc(=O)[nH]c2ncnn12 | 8.7 | -0.4
CCOC(=O)c1[nH]c2ccc(OC)cc2c1NC(=O)c1nonc1C | 10.0 | 9.3
CCOC(=O)C1CCN(C(c2cc3ccc(C)cc3[nH]c2=O)c2nnnn2C2CCCCC2)CC1 (configuration not stated) | 8.4 | 3.1
c1ccc2[nH]c(NC3=NCCC3)nc2c1 | 6.9 | 4.9

Part of the list above, field by field:
> CC1CN(CCC(=O)Nc2ccc3c(c2)OCO3)CC(C)O1 (configuration not stated)
  TNAP Pi inh: 7.1 | TNAP inh pNP: 9.3

> CCOC(=O)C1CCN(C(c2cc3ccc(C)cc3[nH]c2=O)c2nnnn2C2CCCCC2)CC1 (configuration not stated)
  TNAP Pi inh: 8.4 | TNAP inh pNP: 3.1

> CCN(CC)CC(=O)Nc1c(C)cccc1C
  TNAP Pi inh: 10.5&3.1 | TNAP inh pNP: 6.1&-0.3

Next section:
SMILES | TNAP Pi inh | TNAP inh pNP
CCNC(=O)c1cc2c(=O)n3cccc(C)c3nc2n(Cc2ccc(C)cc2)c1=N | 9.2 | -3.4
COc1ccc(NC(=O)C2CCCN(c3c4c(nc5ncnn35)CCC4)C2)cc1 (configuration not stated) | 1.6 | -0.2
COc1ccc(-c2nnc(SCC(=O)Nc3ccc(C)cc3)n2C)cc1 | 8.3 | 2.4
CC(=O)N1CCN2C(=O)C1CCCC(=O)c1cc(C3CCCCC3)ccc12 (configuration not stated) | 7.6 | 4.9
Cc1nonc1NC(=O)CSc1nc(C2CCCCC2)nc2ccccc12 | 16.4 | 2.8
CN1CCN(CCc2nc3cc(NC(=O)COc4ccccc4)ccc3n2C)CC1 | -1.8 | -9.0
c1ccc(COn2nnc3ccccc32)c(COn2nnc3ccccc32)c1 | 0.0 | 0.0
Cc1cnc(NC(=O)CSc2nnc(-c3ccccc3)o2)s1 | 12.8 | 3.1
COc1cc(C(C#N)N2CCOCC2)ccc1O (configuration not stated) | 5.0 | -0.7
Nc1nc(CN2CCN(c3ccccn3)CC2)nc(Nc2ccc(Cl)cc2)n1 | 10.8 | 3.7
Nc1c(S(=O)(=O)c2ccccc2)c2nc3ccccc3nc2n1/N=C/c1cccc(O)c1 | 9.1 | 4.4
COc1cccc(C(=O)NC2=NCCS2)c1OC | -6.2 | -9.7
O=C(NCC(F)(F)F)Nc1nnc(C(F)(F)F)s1 | 12.1 | 8.6
COc1ccc(OC)c(S(=O)(=O)N(C)CC(=O)N2CCN(c3ccc(F)cc3)CC2)c1 | 19.9 | 2.1
CCn1c(=O)c(C(=O)NCc2ccc(OC)c(OC)c2)c(O)c2ccccc21 | 13.7 | 0.0
O=S(=O)(Cc1ccccc1)NCc1ccccn1 | 0.9 | 4.4
O=C(Cc1c(O)c2ccccc2[nH]c1=O)NC1CCCCCC1 | 8.2 | 4.9
CCOc1nonc1C(=N)/C(C(C)=O)=C(\C)O | -34.1 | -3.9
COCCn1c(C(C)C)nc2oc3ccccc3c(=O)c2c1=O | 7.5 | 0.9
N#Cc1nc(Cc2ccccc2)oc1NCCc1ccccc1 | 12.3 | 6.8
CN1CCN(C(=O)CSc2nc(-c3ccncc3)ccc2C#N)CC1 | -3.8 | -5.4
O=C(Nc1ccc2c(c1)OCCO2)C1CCN(c2nnnn2-c2ccccc2)CC1 | 6.0 | 0.7
O=C(Cn1cc(C(=S)N2CCOCC2)c2ccccc21)N1CCOCC1 | 1.5 | -1.8
O=c1[nH]c2cc3c(cc2cc1CN(Cc1ccccc1)Cc1nnnn1Cc1ccco1)OCCO3 | 6.8 | 1.5
N#Cc1nc(COc2ccc(Cl)cc2)oc1N1CCCC1 | 4.9 | 5.8
CCCCc1ccc(C2C(C#N)=C(N)SC(N)=C2C#N)s1 | -2.5 | -14.0
COc1ccc(CN/C(C)=C(/C#N)C(N)=O)cc1OC | -10.9 | 4.4
CCCCn1c(=NC(C)=O)c(C#N)cc2c(=O)n3cccc(C)c3nc21 | 7.7 | 1.5
Cc1ccc2c(c1)cc(CN(Cc1ccccc1)C(=O)N(C)C)c1nnnn12 | -2.5 | -6.7
Cc1cc(NC(=O)CCC(=O)N(c2ccccc2)C(C(=O)NCC2CCCO2)c2cccnc2)no1 (configuration not stated) | 8.6 | 2.7
CCCCN(C(=O)CNC(=O)c1ccco1)C(C(=O)NC1CCCCC1)c1ccc(OC)cc1OC (configuration not stated) | 3.2 | 1.3
CN(C1CCCCC1)S(=O)(=O)c1ccc(-n2cnnn2)cc1 | -16.1 | 4.7
CCOC(=O)N1CCN(Cc2nc3c(c(=O)n(C)c(=O)n3C)n2Cc2cccc(C)c2)CC1 | 8.2 | 4.6
O=C(CN1CCCC1)Nc1ccc(Oc2ccc(NC(=O)CN3CCCC3)cc2)cc1 | -22.5 | 2.4
Cc1cc(Cl)ccc1N=Cc1c(O)n(C)c(=O)n(C)c1=O | 6.4 | 4.7
CCc1cc(Br)ccc1NC(=O)C1CCCO1 (configuration not stated) | 1.7 | -0.3
CCOc1ccc(S(=O)(=O)n2nnc3ccccc32)cc1C | 10.5 | -0.2
CCOc1ccc2[nH]c(=O)c(CN(C(=O)N3CCOCC3)C3CC3)cc2c1 | 6.5 | 0.0
